Screens deposited in PubChem BioAssay by Broad Institute.
PGC1a acetyl inh: modulators of PGC1a acetylation | U2OS PGC1a acetylation, AlphaScreen anti-acetyl-lysine; with virally co-expressed GCN5 acetyltransferase | inhibition, % at 15.6 µM | actives 0.17% (n = 350,000);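 active = every replicate shows inhibition of at least 40%; inconclusive = mean inhibition at least 40% but some replicate below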;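 also: 0% = neutral control wells and 100% = positive control wells; some results beyond the cut were filed as inactive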
PglD inh: inhibitors of Campylobacter jejuni PglD acetyltransferase; purified PglD enzyme, DTNB colorimetric CoA detection; inhibition, % at 12.5 µM; actives 0.098% (n = 360,000); AID 602405; in the data active = inhibition above about 16%, passing the limit was not always enough; inconclusive = no clear call, values can overlap the other calls; also: strong numbers were not always called active
CFTR F508del cor: CFTR F508del correction in bronchial cells; CFBE cells, YFP halide quenching; stimulated with forskolin plus potentiator P3; % fluorescence drop versus neutral controls; activity (quench increase), % at 7.58 µM; actives 0.36% (n = 350,000);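 active = mean added fluorescence quench of at least 8% versus neutral control, with both replicates also reaching 8%; inconclusive = only one of the mean or replicate conditions met; inactive = mean below 8% and not both replicates reaching 8%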;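 also: cells transiently co-express mutant CFTR-F508del with the halide-sensitive YFP; corrector assay measuring rescue of mutant channel to the surface after 24 h compound exposure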
miR-122 sensor: blocks miR-122 activity in Huh7 sensor cells; Huh7 miR-122 Renilla luciferase sensor, 48 h; neutral wells = 0, positive control = 100; activation (reporter increase), % at 12.5 µM; actives 0.3% (n = 340,000); AID 602342;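 active = mean replicate activation score at least 90 and every replicate individually at or above 90; inconclusive = only one of the two criteria met; inactive = neither criterion met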;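 also: higher luciferase means less miR-122 activity so hits act as miR-122 inhibitors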
FN deposit inh: fibronectin deposition inhibition; AH1F fibroblasts, Alexa488-fibronectin deposition fluorescence, overnight; inhibition, % at 12.6 µM; actives 0.086% (n = 350,000);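 active = mean inhibition across replicates of 30% or more, regardless of how many single replicates reach that level; inconclusive = mean under 30% yet at least half of replicates reach 30%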;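 also: positive control wells lacked labelled fibronectin entirely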
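Schedule: 1 h cell adhesion before compound, then overnight fibronectin incubation; test system: AH1F fibroblast monolayer depositing Alexa488-labelled fibronectin into matrix; quantity: 10000 AH1F cells per well; probe or stimulus: fluorescent fibronectin at 24 nM final; signal: fluorescence, ex 485 nm, em 525 nm; evaluation: percent inhibition as loss of matrix-bound fibronectin fluorescence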
GSIS activator: primary screen for activators of insulin secretion dependent on glucose, INS-1E cells, GLuc reporter luminescence | INS-1E GLuc reporter insulin secretion, 2-3 h | activation, % at 16.6 µM | actives 0.61% (n = 370,000) | AID 743287;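 active = lowest replicate activation of at least 40%, so every replicate reaches that level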;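 also: 0% = median of neutral control wells and 100% = median of IBMX positive control wells; some compounds called inactive have numbers as strong as hits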
Statin myotox sup: suppression of simvastatin myotoxicity; C2C12 myotubes + simvastatin, ATP luminescence, 48 h; scaled: DMSO 0, geranylgeraniol control 100; rescue of ATP level, % at 7.49 µM; actives 0.78% (n = 330,000);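 active = mean ATP rescue above about 67%, or every replicate alone reaching that limit, limit read from the data, passing the limit was not always enough; inconclusive = no clear call, values can overlap the other calls; inactive = mean under the limit and some replicate under it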;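 also: myotubes were challenged with 10 µM simvastatin during compound exposure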
Cneo AK release: causes C. neoformans cell lysis; actives 0.2% (n = 360,000); lysis activity, % at 15 µM; adenylate kinase release luminescence, 4 h; normalised: neutral wells 0, clomiphene wells 100;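 active = mean lysis activity across replicates of at least 80%, whatever share of replicates individually reach that level; inactive = mean lysis activity below 80%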
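Assay system: Cryptococcus neoformans yeast cells / Dosing: single-point compound dose / Timing: 4 h at 37 °C static, read 1 h later / Measured by: luminescence of released adenylate kinase using an AK detection reagent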
The depositor's hits bear a star; ? = inconclusive; nt = not tested or not shown; [ ] = dose if it differs, or a comment.

SMILES	PGC1a acetyl inh	PglD inh	CFTR F508del cor	miR-122 sensor	FN deposit inh	GSIS activator	Statin myotox sup	Cneo AK release
CCN1[C@@H]2c3ccc(-c4ccccc4)c(=O)n3C[C@@H]2[C@@H](CO)[C@@H]1C(=O)NCc1ccccc1	nt	0	-2.5	2[16.7 µM]	nt	-5	0	-2
CO[C@H]1CN(C)C(=O)c2cc(NC(=O)C3CC3)ccc2OC[C@@H](C)N(Cc2cccnc2)C[C@@H]1C	nt	3	1.0	-3[16.7 µM]	-18	5	12	0
COCc1cn(CC[C@H]2CC[C@H](NC(=O)Cc3cccnc3)[C@@H](CO)O2)nn1	4	2	-2.2	nt	-14	9	1	-2
COc1cccc([C@@H]2CC=C(C(=O)O)[C@H](c3ccc(F)cc3)N2S(=O)(=O)c2ccc(C)cc2)c1	nt	-3	-2.4	nt	-16	-2	0	5
Cc1ccc(SCCNC(=S)Nc2ccc(C)c(C)c2)cc1	9	0	nt	-4	1	nt	-8	4
CCC(=O)N(C)C[C@@H]1Oc2cc(C#CCC3CCCC3)ccc2S(=O)(=O)N([C@H](C)CO)C[C@@H]1C	-2	3	2.9	-2[16.7 µM]	nt	-20	12	3
CCOc1ccc(NC(=S)NCc2ccc3c(c2)OCO3)cc1	-16	-6	2.0	5	1	-3	nt	7
C[C@@H]1CN([C@H](C)CO)C(=O)c2cc(NS(=O)(=O)c3ccc(Cl)cc3)ccc2O[C@H]1CN(C)Cc1ccc(Oc2ccccc2)cc1	-8	7	3.4	-3[16.7 µM]	nt	-1	22	8
C[C@@H]1NS(=O)(=O)[C@H]2C[C@@H]3C=C[C@]2(O3)[C@H]1OC(=O)c1ccccc1Br	-1	3	2.2	-11	-3	14	17	-1
CCOc1ccc(N(CC(=O)NCc2ccc(F)cc2)C(=O)c2ccco2)cc1	14	-2	0.7	2	4	13	-18	-1
C[C@H](CO)N1C[C@H](C)[C@@H](CN(C)Cc2ccc(F)cc2)Oc2ncc(C3=CCCC3)cc2C1=O	0	-9	-0.4	4[16.7 µM]	5	8	5	6
CC(Oc1ccc2ccc(=O)oc2c1)C(=O)NCCN1CCOCC1 (stereo not drawn)	-1	0	0.4	0	-5	14	-2	0
COc1ccc(-n2c(N)cc(=O)nc2SCC(=O)NC2CCCCC2)cc1	nt	8	1.4	0	-4	-11	-2	2
COc1ccc(N2CCN(CCNC(=O)C3CC(=O)N(C4CCCC4)C3)CC2)cc1 (stereo not drawn)	7	-2	0.0	nt	nt	7	-7	-2
Cc1nc(NC(=O)C23CC4CC(CC(C4)C2)C3)sc1Cc1ccc2c(c1)OCO2	-6	2	nt	0	nt	-8	nt	1
O=C(CSc1nc(C(F)(F)F)cc(=O)[nH]1)Nc1nccs1	-31	0	-2.5	nt	1	8	-1	0
CC(=O)N1CCN(C(=O)c2ccc(Oc3ccccc3)cc2)CC1	0	-6	3.0	-4	-3	nt	4	-1
CSc1cccc(NC(=O)c2sc3nc4n(c(=O)c3c2C)CCC4)c1	nt	-1	0.4	nt	13	24	-20	-1
C[C@@H]1CN([C@H](C)CO)S(=O)(=O)c2ccc(-c3cncnc3)cc2O[C@H]1CN(C)Cc1cccnc1	?	-3	4.5	3[16.7 µM]	nt	-3	-12	2
C[C@H](CO)N1C[C@H](C)[C@@H](CN(C)S(=O)(=O)c2ccc(Cl)cc2)Oc2ccc(NC(=O)Nc3ccccc3)cc2CC1=O	-3	-1	-4.9	-6[16.7 µM]	nt	-14	-56	2
CCOc1c2ccc(C(=O)NCc3ccc(C(F)(F)F)cc3C(F)(F)F)cc2nn1C	-4	2	-1.7	-10	9	-12	12	0
CC(C)NC(=O)N(C)C[C@H]1Oc2ccc(NC(=O)CCCN(C)C)cc2C(=O)N([C@H](C)CO)C[C@H]1C	2	0	0.1	3[16.7 µM]	nt	9	8	0
O=C(N/N=C/c1ccccc1Br)c1cccc(S(=O)(=O)N2CCOCC2)c1	nt	1	-1.3	nt	-9	-12	-6	2
COc1ccc(S(=O)(=O)N(C)C[C@H]2Oc3ncc(/C=C/c4ccccc4)cc3C(=O)N([C@H](C)CO)C[C@H]2C)cc1	5	-17	1.5	-22[16.7 µM]	-20	-14	2	-13
COCC1CCCCN1C(=O)c1ccc(OC2CCN(CCc3ccccc3)CC2)cc1 (stereo not drawn)	22	5	-1.7	1	9	-13	-7	3
SMILES	PGC1a acetyl inh	PglD inh	CFTR F508del cor	miR-122 sensor	FN deposit inh	GSIS activator	Statin myotox sup	Cneo AK release
Oc1ccc(Cc2ccccc2)c2cccnc12	30	-3	0.9	-13	5	-3	-10	1
CCOc1ccc(NS(=O)(=O)c2ccc(OCC)c3ncccc23)cc1	1	3	nt	139*	nt	nt	-23	1
COc1ccc(S(=O)(=O)N2CCCCCC2)cc1C(=O)N(C)CC(=O)Nc1ccccc1Cl	-2	1	-3.1	nt	2	-24	-17	-1
CC(=O)c1c(C)[nH]c(C(=O)/C(C#N)=C/c2cccc(C)c2)c1C	1	3	4.5	-1	5	-8	-35	0
CCN1CCN(S(=O)(=O)c2ccc(-c3cc(C)no3)s2)CC1	-3	-1	1.4	0	3	-5	-5	0
O=C(Cn1ccc2ccccc2c1=O)NCC1COc2ccccc2O1 (stereo not drawn)	-32	nt	nt	-3	-3	10	15	0
CC(C(=O)Nc1ccc(Cl)cc1Cl)N1C(=O)NC2(CCCC2)C1=O (stereo not drawn)	-1	-3	-3.5	-3	-5	16	2	7
CCOc1cc(CNc2ccccc2)cc(Br)c1OCC(=O)NC(C)(C)C	-4	-1	nt	nt	nt	nt	15	9
Brc1c(CSc2nncn2-c2ccccc2)nc2ncccn12	4	2	nt	-1	-5	nt	-11	0
O=C(NCC(=O)N1CCN(c2ccccc2O)CC1)c1ccc(Br)o1	-1	-9	0.2	-4	12	10	1	-2
CN(CCO)c1cc(N(C)CCO)c([N+](=O)[O-])cc1[N+](=O)[O-]	-7	nt	0.0	1	4	-5	nt	nt
O=C(Cc1nnc(NC(=O)Nc2ccccc2F)s1)NCc1ccccc1	-12	-3	1.1	-5	-15	-3	nt	1
O=C(CN1CCOCC1)Nc1nc2ccc(Br)cc2s1	nt	-1	nt	34	1	nt	-53	-1
Cc1noc(C)c1S(=O)(=O)Nc1cccc2c1O[C@@H](CN(C)Cc1ccccc1)[C@@H](C)CN([C@H](C)CO)C2=O	nt	3	-0.6	34[16.7 µM]	nt	7	2	-4
O=C(COC(=O)c1cccnc1Nc1ccccc1F)NCc1ccc2c(c1)OCO2	2	-7	nt	-2	nt	9	9	-1
C/C(=N/NC(=O)c1cc(-c2cccc([N+](=O)[O-])c2)n[nH]1)c1ccc(Cl)cc1	1	0	nt	-5	nt	20	nt	0
CC[C@H](C)[C@H](NC(N)=O)C(=O)NNC(=O)c1ccc(COc2cccc3cccnc23)cc1	-10	0	-4.8	3	-3	-4	-1	-3
COC(=O)C1=C(C)N(Cc2ccccc2)C(=O)/C1=C\c1ccco1	-8	nt	4.0	nt	3	9	nt	nt
C[C@H](CO)N1C[C@H](C)[C@@H](CN(C)C(=O)NC2CCCC2)Oc2ncc(-c3ccccc3F)cc2C1=O	-8	-2	-2.8	47[16.7 µM]	-20	-4	-13	8
COc1ccc(S(=O)(=O)NCC(c2cccnc2)N2CCN(Cc3ccccc3)CC2)cc1C (stereo not drawn)	nt	0	1.5	-6	4	1	-5	5
CC(CN1CCCC1)OC(=O)Cc1ccc(Cl)cc1 (stereo not drawn)	11	5	-0.5	-2	-1	nt	7	1
CCOc1ccc(NC(=O)c2cccc3c2C(=O)N(Cc2cccnc2)C3)cc1	43	-4	nt	-5	nt	-14	-13	-3
CCCCCC(=O)Nc1nc(C)c(-c2csc(Nc3cc(Cl)ccc3C)n2)s1	-9	5	2.1	12	-4	-4	-81	1
COc1ccc(S(=O)(=O)Nc2ccc3c(c2)C(=O)N([C@H](C)CO)C[C@@H](C)[C@@H](CN(C)S(=O)(=O)c2ccc(F)cc2)O3)cc1	12	1	3.7	7[16.7 µM]	-1	-4	nt	-2
O=C(Nc1ccc2c(c1)OCO2)N[C@H]1CC[C@@H](CCNC(=O)C2CCCC2)O[C@H]1CO	0	15	-5.0	-9[16.7 µM]	-1	10	6	-8

Looked up above:
Entry for `CCOc1ccc(N(CC(=O)NCc2ccc(F)cc2)C(=O)c2ccco2)cc1` in Cneo AK release: -1
Entry for `COc1ccc(S(=O)(=O)N2CCCCCC2)cc1C(=O)N(C)CC(=O)Nc1ccccc1Cl` in PglD inh: 1

Continuation:
SMILES	PGC1a acetyl inh	PglD inh	CFTR F508del cor	miR-122 sensor	FN deposit inh	GSIS activator	Statin myotox sup	Cneo AK release
COc1cccc(-c2nc(CS(=O)CC(=O)NC3CC3)c(C)o2)c1 (stereo not drawn)	1	-7	2.9	2	-3	-11	-1	-5
Cc1onc(-c2ccccc2)c1-c1nc2ccccc2c(=O)o1	-6	-7	nt	2	6	nt	nt	-2
COCCn1c(C)cc(C2=NNC(=Nc3ccc(OC)cc3)SC2)c1C	4	3	nt	-8	nt	nt	-7	-2
NNC(=O)COc1ccc(C(F)(F)F)cc1	nt	-1	5.0	-8	-5	-24	-3	0
CSC1=NCCN1C(=O)Cc1ccc(F)cc1	6	0	-1.9	nt	-1	5	4	1
O=C(NC(=S)Nc1cc(Cl)ccc1O)c1cccc(Br)c1	?	0	1.3	nt	nt	-8	5	3
C[C@H](O)C#Cc1cnc2c(c1)C(=O)N([C@H](C)CO)C[C@H](C)[C@@H](CN(C)C(=O)Cc1ccncc1)O2	6	3	1.2	-10[16.7 µM]	-10	3	4	0
O=c1cc(-c2ccccc2)nc2nc(-c3ccco3)[nH]n12	-3	0	nt	7	nt	nt	-2	1
CC(C)C(=O)NC(=O)COC(=O)/C=C/c1cccs1	-10	-253	1.6	-5	4	5	-1	-2
COc1cccc(NC(=O)N2CCCC(C(=O)NCc3ccc(F)cc3)C2)c1 (stereo not drawn)	-23	0	nt	23	nt	-3	nt	-1
CCOC(=O)CSc1nnc(C)c(C)n1	5	1	1.2	5	-14	-2	1	0
C[C@H](CO)N1C[C@H](C)[C@H](CN(C)C(=O)Nc2ccccc2)Oc2ccc(NC(=O)CCC(F)(F)F)cc2C1=O	2	6	-3.9	23[16.7 µM]	0	8	-6	-1
COC(=O)c1cc(C(=O)OCC(=O)Nc2ccc(N3CCOCC3)cc2)cc([N+](=O)[O-])c1	nt	-3	2.6	nt	8	12	-4	2
O=C(CN1CCN(S(=O)(=O)/C=C/c2ccccc2)CC1)NCC(F)(F)F	-3	-5	2.0	-7	-1	12	6	-1
COc1ccc(-c2noc(-c3ccccc3-c3ccccc3)n2)cc1	-4	2	nt	-1	-6	nt	8	0
CC(C)c1ccc2[nH]c3c(c2c1)[C@@H]1CCN2C(=O)CCC[C@H](C3)[C@H]12	-17	5	-0.4	-4	7	-33	9	0
COc1ccc(CCNc2ccc(C(CC(N)=O)NC(=O)Cc3ccc(Br)cc3)cc2[N+](=O)[O-])cc1 (stereo not drawn)	15	8	-0.2	0	-2	-7	13	-2
